High-throughput results deposited in PubChem by The Scripps Research Institute Molecular Screening Center.
TPT1 inhibitor = inhibitors of Candida albicans tRNA 2'-phosphotransferase TPT1; inhibition, % at 5 µM; 300,000 compounds, 0.81% hits; recombinant caTPT1, FP RNA substrate dephosphorylation; AID 1962;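 active = inhibition above the mean of all tested compounds plus 3 SD, set per screening campaign, cut at about 24% in these data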;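 note: plate controls were DMSO alone for no effect and ferristatin control at 100 nM for full effect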
procasp7 counter = counter-screen: procaspase-7 (human) activation. P55210. 330,000 compounds, 0.093% hits. recombinant procaspase-7, Ac-DEVD-pNA absorbance 405 nm; D23A/D198A/D206A triple mutant, cannot self-cleave; scale: DMSO 0, 5 µM enzyme 100. activation, % at 8.5 µM. AID 463210;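 active = percent activation above the screen-wide mean plus 3 SD, cut at about 25% in these data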
Target sequence (P55210 whole entry D23A/D198A/D206A): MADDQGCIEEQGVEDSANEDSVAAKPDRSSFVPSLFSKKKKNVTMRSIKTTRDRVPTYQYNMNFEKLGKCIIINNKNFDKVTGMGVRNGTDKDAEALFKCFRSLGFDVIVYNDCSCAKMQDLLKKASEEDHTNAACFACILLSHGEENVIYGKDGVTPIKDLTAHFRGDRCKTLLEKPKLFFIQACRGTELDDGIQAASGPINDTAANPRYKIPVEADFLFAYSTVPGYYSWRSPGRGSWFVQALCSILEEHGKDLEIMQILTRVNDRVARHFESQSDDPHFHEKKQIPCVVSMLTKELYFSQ
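System: Uncleavable procaspase-7 mutant enzyme; Amount: 2 µM procaspase-7 mutant as dispensed; Schedule: 1 h compound preincubation, 2 h substrate cleavage, 25 °C; Measured by: 405 nm absorbance of p-nitroaniline; Evaluation: percent activation from buffer-corrected 0–120 min absorbance change; Control set: low DMSO alone, high DMSO plus 5 µM PC-7.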
PP5 inh = blocks human protein phosphatase 5 activity | P53041 | purified PP5c, OMFP substrate fluorescence | inhibition, % at 6.7 µM | 320,000 compounds, 0.18% hits | AID 1987;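 active = inhibition above the campaign's mean inhibition across all tested compounds plus 3 SD, cut at about 9.5% in these data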;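 note: 0% = DMSO only and 100% = 100 µM cantharidin control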
Target sequence (P53041 whole entry, looked up): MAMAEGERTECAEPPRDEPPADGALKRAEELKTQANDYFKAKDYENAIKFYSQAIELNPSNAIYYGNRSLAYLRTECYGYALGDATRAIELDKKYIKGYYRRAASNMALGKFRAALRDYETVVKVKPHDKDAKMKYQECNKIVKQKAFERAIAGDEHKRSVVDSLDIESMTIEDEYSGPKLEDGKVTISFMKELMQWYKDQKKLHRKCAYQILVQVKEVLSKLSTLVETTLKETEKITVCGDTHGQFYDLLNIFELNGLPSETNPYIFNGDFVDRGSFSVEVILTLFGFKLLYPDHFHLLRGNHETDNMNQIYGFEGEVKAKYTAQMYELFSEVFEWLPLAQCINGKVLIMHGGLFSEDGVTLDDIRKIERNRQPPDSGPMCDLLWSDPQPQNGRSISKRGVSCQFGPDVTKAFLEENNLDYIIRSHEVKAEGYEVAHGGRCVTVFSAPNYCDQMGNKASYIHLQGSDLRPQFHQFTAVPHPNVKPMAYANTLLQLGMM
PP1 inh = PP1-alpha (human) inhibition in PP5 counter-screen. purified PP1alpha, OMFP fluorescence. AID 2235. 320,000 compounds, 0.9% hits. P62136. inhibition, % at 6.7 µM;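 active = inhibition above the mean inhibition of all tested compounds plus 3 SD, computed separately for each screening campaign, cut at about 15% in these data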
procasp3 activ = procaspase-3 (human) activation; P42574; activation, % at 8.5 µM; recombinant procaspase-3 D3A, Ac-DEVD-pNA absorbance 405 nm; 330,000 compounds, 0.11% hits; AID 463141;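 active = activation above the mean of all tested compounds plus 3 SD, cut at about 21% in these data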;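 note: 0% = DMSO alone and 100% = DMSO wells spiked with extra 5 µM PC-3 D3A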
Target sequence (P42574 whole entry D9A/D28A/D175A): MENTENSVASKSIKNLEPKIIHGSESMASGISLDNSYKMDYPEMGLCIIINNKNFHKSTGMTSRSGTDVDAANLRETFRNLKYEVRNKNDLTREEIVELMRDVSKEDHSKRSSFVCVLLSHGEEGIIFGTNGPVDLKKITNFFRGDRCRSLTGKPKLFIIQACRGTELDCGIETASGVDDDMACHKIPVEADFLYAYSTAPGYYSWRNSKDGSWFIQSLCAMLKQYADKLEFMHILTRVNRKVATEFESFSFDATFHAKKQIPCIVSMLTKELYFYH
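Evaluation: percent activation relative to control range; Material: Procaspase-3 D3A mutant, all three cleavage aspartates alanine; Compound: single dose, 8.5 µM nominal compound, 0.8% DMSO; Replication: one well per compound; Signal: absorbance at 405 nm, 0 and 120 min; Schedule: 1 h preincubation plus 2 h reaction at 25 °C.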
PAFAH2 inh = inhibitors of human PAFAH2; AID 492956; recombinant PAFAH2, FP-rhodamine activity probe, fluorescence polarization; 340,000 compounds, 0.99% hits; Q99487; inhibition, % at 3.39 µM;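 active = inhibition above the mean over all tested compounds plus 3 SD, cut at about 30% in these data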;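 note: inhibitors block probe labeling of enzyme so polarization drops; 0% = enzyme with DMSO and 100% = wells lacking PAFAH2 protein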
core dimer inh = blocks dimerization of HCV core protein. TR-FRET GST/Flag-core106 dimerization, 1536-well. inhibition, % at 5 µM. 300,000 compounds, 0.33% hits. AID 1899;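 active = inhibition above the mean of all tested compounds plus 3 SD, set per screening campaign, cut at about 45% in these data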
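System: GST-tagged and Flag-tagged HCV core protein residues 1-106 / Input: core106 proteins, GST 13.5 nM and Flag 17 nM / Buffer or medium: KF-containing HEPES buffer, pH 7.45, DTT, CHAPS, BSA / Probe or stimulus: Eu-anti-GST and XL665-anti-Flag labelled anti-tag antibodies / Schedule: 4 h, 22.5 °C incubation / Technique: TR-FRET 671 and 617 nm emission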
AHR activator = human AHR activation. P35869. AHR-responsive luciferase reporter cells, luminescence. activation, % at 5 µM. 320,000 compounds, 2.5% hits. AID 2796; in the data active = activation above about 47%;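 note: 0% = vehicle wells and 100% = reference agonist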
CTSL1 counter = counter-screen for PFM18AAP inhibitors: inhibitors of F. hepatica cathepsin L1. inhibition, % at 5.96 µM. AID 1906. 300,000 compounds, 0.49% hits. recombinant F. hepatica cathepsin L1, Z-Leu-Arg-MCA fluorescence;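 active = inhibition above the mean of all tested compounds plus 3 SD, set per screening campaign, cut at about 17% in these data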;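 note: 0% = plate median of test compound wells and 100% = 1 µM Z-Phe-Ala-diazomethylketone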
An asterisk follows results filed as active; . = no result given.

Molecule | AHR activator | CTSL1 counter | core dimer inh | PP5 inh | PP1 inh | procasp7 counter | procasp3 activ | TPT1 inhibitor | PAFAH2 inh
COc1cc(NC(=O)C/C(C)=N/NC(=O)C2CCCCC2)c(OC)cc1Cl | 105* | 0 | -1 | 2.8 | -2 | -10 | 1 | -3 | 5
O=C(CN1c2cccc3cccc(c23)S1(=O)=O)Nc1ccccc1 | 0 | 0 | 9 | -0.6 | 0 | 2 | 5 | -1 | 4
O=C(c1cc2ccccc2s1)N1CCOCC1 | -2 | -4 | -2 | 0.1 | 2 | -5 | 1 | -1 | -3
Nc1ccc(-c2cnc[nH]2)cc1[N+](=O)[O-] | 0 | -1 | -8 | -0.6 | -2 | 1 | -15 | -1 | 3
Cc1cc2nc(-c3ccc(NC(=O)C(C)C)cc3)oc2cc1C | -18 | 1 | 9 | 2.5 | 10 | 0 | -7 | -5 | -3
COc1ccccc1N(C)S(=O)(=O)c1ccc(C(=O)Nc2nccs2)cc1 | 6 | . | . | 2.7 | 2 | 12 | 4 | . | -2
CC(C)c1ccc[n+](-c2nc([O-])sc2C=O)c1 | 1 | -4 | -2 | 2.4 | -1 | 5 | -11 | -3 | .
CCc1nnc(NC(=O)c2sc3nc(C)cc(COC)c3c2N)s1 | 25 | 14 | -6 | -2.4 | 1 | -3 | -4 | 4 | 4
CCN(CC)c1ccc(NC(=O)CN2CCN(c3ccccc3F)CC2)cc1 | 2 | 3 | -10 | 1.3 | 3 | 2 | -4 | -5 | 0
Cc1cc(=O)[nH]c(SCC(=O)N2CCN(S(=O)(=O)c3ccccc3)C2)n1 | -2 | -5 | -2 | 2.1 | -2 | 9 | 4 | -2 | 7
O=C(c1ccccc1)c1c2c(cc3sc4ccccc4[n+]13)-c1cccc3cccc-2c13 | 54* | 2 | 0 | 2.1 | 11 | -15 | -7 | -84 | -20
CCOC(=O)c1cnc(N)nc1C(F)(F)F | 1 | 2 | -4 | 1.6 | 3 | -3 | 1 | -3 | 9
CN(C)c1ccsc1C(=O)NNS(=O)(=O)c1ccc(Cl)cc1 | 2 | 5 | -1 | 1.2 | -1 | 2 | -9 | 3 | 2
COc1ccc(Cl)cc1-c1nc(-c2ccc(Br)o2)no1 | 31 | -1 | 3 | 0.8 | -3 | 13 | -1 | -1 | 3
Cc1nnc(NC(=O)CSc2nnc(CCc3nc4ccccc4[nH]3)n2C)s1 | 0 | 0 | -7 | 0.1 | -3 | 4 | 0 | -1 | -11
O=C1CN(C(=O)COC(=O)/C=C/c2ccc(F)cc2)c2ccccc2N1 | 2 | . | . | . | . | 10 | -4 | . | 19
CCN(C(=O)c1ccco1)c1nc(-c2ccc(OC)cc2)cs1 | 5 | 7 | 5 | 0.6 | -1 | 12 | 4 | -4 | -2
O=C(O)c1ccc(/C=N/O)cc1 | 0 | 7 | -3 | -1.0 | -1 | 8 | -1 | -2 | 2
CCn1c(Cc2ccccc2)nnc1SCC(=O)Nc1nc(C)cs1 | 4 | 3 | 1 | 0.7 | -2 | 11 | -1 | 0 | 11
CCCCN(C(=O)c1ccc(-c2ccc(Cl)cc2)o1)c1c(N)n(CC(C)C)c(=O)[nH]c1=O | 0 | . | . | 2.2 | -2 | 0 | 7 | . | 3
COc1ccc(O)c(/C=N/NC(=O)c2ccc(N3CCCC3=O)cc2)c1 | 5 | -2 | 3 | 1.1 | 1 | -2 | 1 | -2 | 11
COc1ccc(Br)cc1CNC(=O)Cn1nc(C)n2cccc2c1=O | 31 | 1 | -12 | 2.2 | 2 | -2 | 6 | -2 | -4
CCN1CCN(C(=O)C2CCC(CNS(=O)(=O)c3ccc(NC(C)=O)cc3)CC2)CC1 (stereo not given) | -1 | 4 | 5 | -0.7 | 2 | 0 | 8 | 2 | 5
COc1cc(NC(=S)NCCO)c(OC)cc1Cl | 0 | -4 | -5 | 0.0 | -4 | 4 | 2 | 1 | 8
O=C(CN1C(=O)C2(OCCO2)c2ccccc21)c1ccc(Br)cc1 | 0 | -1 | 2 | 1.5 | 0 | 6 | 0 | -2 | -7
Cc1cc(C(=O)Nc2c(C)cccc2C)n(-c2ccccc2)n1 | 4 | 0 | -1 | 0.5 | -4 | 0 | 4 | -5 | -1
O=C(COC(=O)c1cnc(Cl)c(Cl)c1)c1ccc(F)cc1 | 2 | . | . | . | . | -4 | 8 | . | -2
CC(C)C[C@H](NC(=O)c1ccc(OC2CCN(C(=O)C3CC3)CC2)cc1)C(N)=O | 7 | -1 | -3 | -1.0 | -3 | 0 | 18 | -2 | 2
COc1cc(C2C(C#N)=C(N)Oc3n[nH]c(-c4ccccn4)c32)cc(OC)c1OC (stereo not given) | -1 | -3 | -4 | 3.0 | -2 | -1 | -1 | -1 | 2
CN(CCO)c1ccc(/C=N/Nc2nncc3ccccc23)cc1 | -1 | 5 | -31 | 2.2 | 2 | -5 | -2 | -3 | -3
Cc1ccc(-n2c(C)cc(/C=C3/SC(=O)N(CC(=O)N4CCOCC4)C3=O)c2C)nc1 | 2 | -3 | -3 | -2.1 | -4 | 2 | 9 | -1 | .
O=C(CSc1nccc(=O)[nH]1)Nc1ccc(F)c([N+](=O)[O-])c1 | 0 | 2 | -6 | 2.1 | 2 | 5 | -9 | 0 | 13
O=C(NCc1ccco1)c1nnc(Cc2ccc(F)cc2)o1 | -3 | 0 | -8 | -0.5 | 3 | 14 | 5 | -1 | 1
Brc1cc(Br)c2ncnc(N3CCCCC3)c2c1 | -5 | 2 | 61* | 2.5 | -3 | 5 | 8 | -3 | 8
CCn1cc(C(=O)N2CCN(c3ccccn3)CC2)c(=O)c2cc(S(=O)(=O)N3CCC(C)CC3)ccc21 | 1 | -3 | 6 | -1.3 | -4 | 1 | -3 | -2 | 4
Cc1nc2ncccn2c1-c1csc(NCc2ccco2)n1 | 40 | 4 | 4 | -2.9 | -2 | -6 | -4 | -4 | 5

Whole records from above. Screens in order: AHR activator	CTSL1 counter	core dimer inh	PP5 inh	PP1 inh	procasp7 counter	procasp3 activ	TPT1 inhibitor	PAFAH2 inh
Listed for O=C(CSc1nccc(=O)[nH]1)Nc1ccc(F)c([N+](=O)[O-])c1 : 0	2	-6	2.1	2	5	-9	0	13
Listed for COc1cc(NC(=O)C/C(C)=N/NC(=O)C2CCCCC2)c(OC)cc1Cl : 105*	0	-1	2.8	-2	-10	1	-3	5

(more compounds)
Molecule | AHR activator | CTSL1 counter | core dimer inh | PP5 inh | PP1 inh | procasp7 counter | procasp3 activ | TPT1 inhibitor | PAFAH2 inh
CCN1C(=O)[C@H]2[C@@H](c3ccc(C)cc3)N3C(=O)N(c4cccc(F)c4)C(=O)[C@@]3(CC)[C@H]2C1=O | 0 | 0 | -22 | -1.1 | 1 | -5 | -6 | -7 | 2
C=CCc1ccc(O)c(-c2cc(CC=C)ccc2O)c1 | 0 | 1 | -2 | 11* | 6 | -4 | 8 | 0 | 18
Brc1ccc([C@H]2CN3CCSC3=N2)cc1 | -2 | -19 | 3 | 0.2 | -2 | 2 | 10 | -3 | 1
CC1CCN(C(=O)CCCOc2ccc(Cl)cc2)CC1 | 2 | -1 | 4 | 3.8 | 2 | 7 | 1 | -3 | 11
CCOc1ccc(NC(=O)COc2ccc(C(=O)NCc3cccnc3)cc2OC)cc1 | 1 | -6 | -6 | 1.2 | -3 | 5 | -2 | -2 | -4
COc1cc(OC)cc(C(=O)NNC(=O)c2ccc(S(=O)(=O)N3CC(C)OC(C)C3)cc2)c1 (stereo not given) | 8 | -4 | -1 | 4.2 | -3 | -6 | 4 | -1 | -3
COC(=O)CC/C(O)=C1/C(=N)CC(C)(C)CC1=O | 0 | 6 | -1 | -0.2 | -1 | -4 | 3 | 3 | -11
Fc1ccc(-c2cc(C(F)(F)F)nc(NCc3cccs3)n2)cc1 | 0 | -3 | -12 | 1.1 | -4 | -10 | 7 | 2 | 1
COc1ccc(N2C(=O)CC(NNc3nc4ccccc4s3)C2=O)cc1 (stereo not given) | 5 | 1 | 2 | 12* | -2 | -2 | -6 | 2 | .
COCCNC(=O)C1CC2Cn3c(nc4ccccc43)C2N1C (stereo not given) | -2 | 0 | -9 | -2.2 | -2 | 6 | -1 | -4 | 0
CN(C(=O)c1ccc(NC(=O)Cc2ccc(NC(=O)C3CCN(C(=O)CCc4ccccc4)CC3)cc2)cc1)C1CC1 | 0 | . | . | 3.3 | 2 | 9 | -1 | . | 4
CCn1c(=O)c([N+](=O)[O-])c(NCCCn2ccnc2)c2ccccc21 | 101* | -3 | -6 | 0.1 | -3 | -9 | -3 | -2 | 3
CCn1c(Cc2ccc(OC)cc2)nc2ccccc21 | 3 | -11 | 0 | 0.3 | -1 | 4 | 9 | -1 | -6
CCc1cccc(C)c1NS(=O)(=O)c1cccs1 | -1 | -2 | 6 | -0.4 | -2 | 5 | 7 | -1 | -3
C/C(=N\N=C1/NC(=O)C(C)S1)c1ccco1 (stereo not given) | 3 | 5 | -1 | 0.1 | -1 | 8 | -7 | -1 | -2
Cc1cccc(C(=O)NCCNC(=O)c2ccco2)c1 | 2 | 2 | 5 | 0.2 | -1 | -4 | 3 | -1 | -2
Cc1ccc(C)c(OCC(=O)Nc2cc(C(=O)O)cc(C(=O)O)c2)c1 | 2 | 1 | 0 | 0.0 | 1 | 3 | 7 | -3 | -3
Cc1ccc2nc(SCc3nc4c(cnn4-c4ccccc4)c(=O)[nH]3)[nH]c2c1 | 121* | -1 | 10 | 2.4 | 2 | 6 | -6 | 5 | -2
O=C(COC(=O)c1nc(Cl)ccc1Cl)Nc1ccc2c(c1)OCO2 | 5 | -7 | 10 | 0.4 | -1 | 6 | 3 | 2 | 3
CC[C@]12c3[nH]c4ccccc4c3CCN1C(=O)C(CC(=O)NCCc1ccccn1)C[C@@H]2C(=O)N1CCN(C(=O)c2ccco2)CC1 (stereo not given in full) | 2 | . | . | . | . | -2 | 3 | . | 5
CCN(CC)c1ccc(/C=N/NS(=O)(=O)c2cccc([N+](=O)[O-])c2)cc1 | 1 | 6 | -8 | 1.4 | -2 | -22 | -21 | 3 | 11
O=C(CSc1nc2ccccc2c(=O)n1NC(=O)Cc1ccccc1)NCc1ccco1 | 2 | 0 | 1 | -0.1 | -3 | 3 | -2 | 1 | 12
CC(=O)Nc1ccc(C(=O)CSc2nc3ccccc3n2CC(=O)N2CCCC2)cc1 | 0 | 2 | -3 | 0.4 | 0 | -9 | -2 | 1 | -4
COC(=O)c1[nH]c(=O)c2ccccc2c1OCc1ccccc1 | 1 | -1 | -1 | 0.7 | 2 | -11 | -9 | 0 | 10
CCOC(=O)c1cc2c(s1)-c1c(C)cccc1OC2 | 3 | 18* | 2 | -4.3 | 0 | 10 | 16 | 1 | -6
